Source: PubChem
ARFGAP1 inhibitor: rat ARFGAP1 inhibition; Q62848; Arfgap1-stimulated ARF1 GTP hydrolysis, GDP FP detection; inhibition, % at 16.5 µM; 360,000 compounds, 0.26% hits;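 active means inhibition above a per-plate limit, mean inhibition of low control wells plus 3 SD, cut at about 25% in these data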;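 further: 0% = DMSO wells with enzyme and 100% = wells lacking Arfgap1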
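Replicates: Single well per compound | Assay system: Truncated rat Arfgap1 GAP domain | Control set: No-Arfgap1 wells (100%) versus DMSO full-reaction wells (0%) | Times: Enzyme reaction 120 min at 25 °C after 20 min preincubation | Reagent: Human ARF1(Δ1-17)-GTP substrate | Measured by: Tracer-displacement fluorescence polarization with EDTA stop, 620/688 nm | Measure: Percent inhibition of Arfgap1-stimulated GTP hydrolysis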
DDE Tn6 FP inh: inhibitors of Tn6 peptide binding to human fibrin DD(E). P02675. Fibrin DD(E) TRITC-Tn6 fluorescence polarization displacement. inhibition, % at 8.3 µM. 370,000 compounds, 0.21% hits. AID 720509;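 active means inhibition above a per-campaign cutoff: mean of compounds within control limits plus 3 SD, cut at about 15% in these data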;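 further: 0% = median of all compound wells on the plate and 100% = blocking peptide control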
MBD2 DNA inh: inhibitors of human MBD2 binding to methylated oligonucleotide. TR-FRET. inhibition, % at 4.4 µM. 370,000 compounds, 0.31% hits. AID 686964; in the data active means inhibition above about 13%
Tn7 DDE FP: DD(E)-Tn7 binding inhibition, primary FP screen; 370,000 compounds, 0.13% hits; inhibition, % at 8.3 µM; AID 720508; P02675; FP displacement of FITC-Tn7 peptide from fibrin DD(E); 0% = median of compound wells per plate;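 active means inhibition above the mean of compounds falling within the control limits plus 3 SD of them, cut at about 14% in these data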;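 further: 0% = plate median of compound wells and 100% = 10 µM Aha-Tn7 peptide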
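Assay system: human fibrin DD(E) protein / Input: 2 µM fibrin DD(E) / Benchmarks: high control of 10 µM Aha-Tn7 peptide / Measured by: fluorescence polarization of the labelled Tn7 tracer / Medium: Tris buffer with calcium and detergent, pH 7.8 / Timing: 10 min compound pre-incubation, 3 h probe incubation at room temperature / Repeats: one replicate per compound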
PLCg1 inh: PLC-gamma1 (human) inhibition, primary screen; inhibition, % at 12.2 µM; 370,000 compounds, 0.84% hits; purified PLC-gamma1, fluorogenic substrate, fluorescence; AID 720700; in the data active means inhibition above about 9.5%
ASAP1 GAP inh: inhibitors of human ASAP1 ArfGAP activity. inhibition, % at 16.5 µM. Q9ULH1. ASAP1-stimulated ARF1 GTP hydrolysis, GDP FP detection. AID 624377. 360,000 compounds, 0.19% hits; in the data active means inhibition above about 25%;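 further: 0% = vehicle with enzyme and substrate and 100% = no enzyme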
UHRF1 MBD2 ctr: UHRF1 methyl-DNA binding inhibition | Q96T88 | UHRF1 binding to methylated oligo, TR-FRET | inhibition, % at 4.4 µM | 370,000 compounds, 0.75% hits | AID 687016; in the data active means inhibition above about 21%;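 further: UHRF1 SRA domain binding a hemimethylated CpG hairpin DNA probe; 0% = median of test compound wells and 100% = reference inhibitor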
PLCb3 inh: blocks human PLC-beta3 enzyme activity | AID 720704 | Purified PLC-beta3, fluorogenic substrate, fluorescence | inhibition, % at 12.2 µM | 370,000 compounds, 0.18% hits | Q01970; in the data active means inhibition above about 11%;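 further: 0% = median of compound wells on plate and 100% = full blocker control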
Target sequence (Q01970 whole entry, looked up): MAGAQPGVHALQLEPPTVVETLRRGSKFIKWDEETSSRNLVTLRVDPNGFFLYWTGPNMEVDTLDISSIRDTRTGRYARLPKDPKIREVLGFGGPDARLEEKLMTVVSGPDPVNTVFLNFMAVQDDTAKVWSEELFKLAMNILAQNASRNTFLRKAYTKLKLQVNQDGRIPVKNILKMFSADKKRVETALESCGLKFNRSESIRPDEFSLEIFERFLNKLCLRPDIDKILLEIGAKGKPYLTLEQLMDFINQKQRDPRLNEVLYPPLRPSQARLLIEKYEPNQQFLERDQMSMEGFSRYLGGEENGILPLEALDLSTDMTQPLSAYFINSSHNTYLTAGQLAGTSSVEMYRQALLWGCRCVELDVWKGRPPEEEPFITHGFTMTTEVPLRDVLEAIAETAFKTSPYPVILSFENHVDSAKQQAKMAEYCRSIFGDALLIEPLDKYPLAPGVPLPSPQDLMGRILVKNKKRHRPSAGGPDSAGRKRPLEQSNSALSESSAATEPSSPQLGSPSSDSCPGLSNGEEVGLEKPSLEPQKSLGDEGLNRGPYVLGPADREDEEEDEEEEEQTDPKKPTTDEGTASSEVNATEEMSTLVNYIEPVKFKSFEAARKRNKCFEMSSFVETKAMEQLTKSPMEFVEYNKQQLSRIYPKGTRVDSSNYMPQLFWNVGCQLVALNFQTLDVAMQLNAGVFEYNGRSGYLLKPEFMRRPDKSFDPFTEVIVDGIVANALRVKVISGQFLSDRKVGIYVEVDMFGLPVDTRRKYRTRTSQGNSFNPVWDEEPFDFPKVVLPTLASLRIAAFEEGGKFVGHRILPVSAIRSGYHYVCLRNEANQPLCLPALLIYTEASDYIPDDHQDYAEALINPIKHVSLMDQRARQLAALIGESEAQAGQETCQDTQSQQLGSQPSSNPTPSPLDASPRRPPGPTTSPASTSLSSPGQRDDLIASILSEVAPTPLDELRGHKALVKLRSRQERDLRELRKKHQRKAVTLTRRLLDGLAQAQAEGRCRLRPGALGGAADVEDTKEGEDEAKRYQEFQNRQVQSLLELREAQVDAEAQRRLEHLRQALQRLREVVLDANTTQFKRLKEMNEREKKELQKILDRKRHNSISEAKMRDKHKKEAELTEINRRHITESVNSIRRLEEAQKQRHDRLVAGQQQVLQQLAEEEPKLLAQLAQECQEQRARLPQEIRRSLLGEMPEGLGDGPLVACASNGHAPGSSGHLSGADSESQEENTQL
ADAM17 inh: ADAM17 inhibition, QFRET primary screen; recombinant ADAM17, EDANS/DABCYL FRET peptide cleavage; inhibition, % at 6.95 µM; 370,000 compounds, 0.83% hits; AID 720648;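 active means inhibition above the mean of compounds lying between control limits plus 3 SD, set per campaign, cut at about 8.5% in these data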;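 further: 0% = DMSO-only wells as the low control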
proKLK7 act: proKLK7 (human) activation, primary screen. activation, % at 7 µM. purified proKLK7, EDANS-DABCYL substrate fluorescence; 100% is mature enzyme control, 0% vehicle. P49862. 370,000 compounds, 0.9% hits;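 active means activation above the mean of all tested compounds plus 3 SD, computed per campaign excluding outliers beyond control limits, cut at about 13% in these data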
* hit, by the source's call; / = not tested or not shown; & = joins results of further samples.

ARFGAP1 inhibitor	DDE Tn6 FP inh	MBD2 DNA inh	Tn7 DDE FP	PLCg1 inh	smiles	ASAP1 GAP inh	UHRF1 MBD2 ctr	PLCb3 inh	ADAM17 inh	proKLK7 act
-1.4	0.3	-1.9	-0.9	1.1	COc1ccc2c(c1)[nH]c1c(=O)n(CC3CCCO3)cnc12 (stereo not given)	-3.9	-0.5	1.4	-3.0	-0.3
8.9	-2.4	0.9	0.9	-5.0	Cc1cnc(C)c(Nc2nc(C(N)Cc3ccc(F)cc3)cs2)n1 (stereo not given)	-6.7	-3.5	-11.3	-5.1	-0.2
2.5	-1.2	-0.7	-8.4	-1.2	CC(O)[C@H]1CNCCN1CCc1cccc2ccccc12 (stereo not given in full)	-3.0	0.7	1.0	-2.4	0.0
-0.2	-0.6	3.9	3.4	-0.7	Cc1cc(C(F)(F)F)nn1CC(=O)NCC1CCCO1 (stereo not given)	4.7	0.0	-0.6	-4.8	0.8
6.8	-5.5	5.8	4.3	-9.2	CC(c1ccccc1)n1c(-c2cccs2)nc2c(c(=O)c3ccccc3n2C)c1=O (stereo not given)	-12.0	-1.9	-20.8	-9.9	0.1
15.4	-12.9	-2.8	-5.8	-19.1	O=C(Nc1cccc(-c2ccc(N3CCCCC3)nn2)c1)c1ccc(Br)o1	13.7	-1.1	-27.9	0.4	-0.6
-4.0	4.3	-1.6	2.8	3.8	Cc1ccc(CC(=O)N2CCN(S(=O)(=O)c3ccccc3)CC2)cc1C	7.3	-0.9	-1.9	-3.8	0.0
1.6	-7.1	1.5	4.6	0.2	N#CC1=C(N)Oc2n[nH]c(-c3ccccc3)c2C12C(=O)Nc1ccccc12 (stereo not given)	7.4	1.6	0.7	-3.5	0.0
0.5	0.1	-2.5	-4.9	0.0	C=CCO/N=C(/CCC)C1=C(N)CC(C)(C)CC1=O	1.6	0.7	2.0	0.9	0.6
1.8	-3.5	0.0	-6.2	3.8	CCOC(=O)C1(CCOc2ccccc2)CCN(Cc2ccc(OCCO)cc2)CC1	-1.7	-1.4	-1.3	0.6	0.0
8.5	7.0	-0.2	1.8	-1.8	C#CCOCCOCCOCCNc1nc(OC)nc(N2CCN(C(=O)[C@H](CCC(=O)O)n3cc(C(N)CO)nn3)CC2)n1 (stereo not given in full)	-21.1	-1.4	-0.4	-0.9	0.1
-4.8	-2.9	-0.2	2.8	-0.6	CC(On1nnc2ccccc21)C(=O)N1CCN(Cc2ccccc2)CC1 (stereo not given)	-2.2	1.3	4.8	1.2	1.2
8.5	-9.5	0.4	-7.3	-60.4	CN(C(=O)CC1C(=O)NCCN1Cc1cccc(F)c1F)C1CCOCC1 (stereo not given)	-4.1	-1.7	-68.5	-25.9	1.0
5.3	1.0	9.9	6.1	0.6	CC1CCN(C(=O)c2ncn3c2C(=O)N[C@@H](C)C3)CC1	1.9	22.7*	1.7	-2.0	0.4
-0.8	9.2	1.8	-2.8	1.4	CC1(C)CC(=O)C(C(=O)c2ccccc2)C(=O)C1	-12.1	1.9	-5.4	-4.4	0.2
-8.3	-1.9	0.9	-2.9	-1.0	CCN1CCN(S(=O)(=O)c2cc(OCC(=O)NC3CCCCC3)c(C)cc2Cl)CC1	-0.8	-0.9	2.2	-2.0	0.1
-6.4&2.2	2.0&3.3	2.0&-5.9	2.5&2.3	0.3&1.0	C=CCn1c(SCC(=O)/C(C#N)=C(\C)N)nc2sc(CC)cc2c1=O	-5.9&-0.2	-0.5&-1.4	-1.7&1.8	-2.8&-2.6	0.4&0.2
/	7.2	2.6	0.7	-1.3	COC(=O)C1CCCN(C(=O)C2CCN(S(=O)(=O)c3ccc([N+](=O)[O-])cc3)CC2)C1 (stereo not given)	/	-0.6	3.8	-2.2	0.6
0.6	8.1	3.7	-0.7	1.1	COc1cc(CNC2CCCC2)cc(Cl)c1OCc1ccc(F)cc1	-5.6	-0.5	3.0	-2.0	-0.3
-6.6	-0.1	1.6	2.3	-0.2	Cc1ccc(/C=N/OC(=O)c2c(C)noc2-c2snnc2C)cc1	-11.3	-1.9	-8.8	-5.3	-0.4
7.1	3.2	-5.6	-0.3	1.5	COc1ccc(NC(=O)CCNS(=O)(=O)c2ccc3c(c2)CCC(=O)N3)cc1	2.1	-4.4	1.2	-4.6	0.1
-5.2	1.9	1.9	0.3	1.1	O=C(Cn1nnc(-c2ccc3c(c2)OCO3)n1)NCc1ccco1	2.1	-3.5	-2.0	0.3	-0.7
5.7	2.4	-3.0	1.0	1.6	O=C(CSc1nnc(CNc2ccccc2)o1)N1CCN(C(=O)c2ccco2)CC1	-4.3	-3.1	2.1	-1.6	-0.2
4.6	-1.0	1.3	-1.9	-57.5	CCn1c(SCC(=O)c2ccccc2)nnc1-c1cnccn1	-1.0	-1.0	-68.8	-20.8	0.8
8.6	-2.0	6.1	4.1	2.0	CCOc1ccc(NC(=O)c2cccc3c2C(=O)N(CCOC)C3)cc1	8.8	0.1	-2.7	-4.4	-0.6
-12.7	5.7	1.4	8.2	0.5	COC(=O)c1c(NC(=S)Nc2ccc(C(=O)N3CCOCC3)cc2)sc2c1CCC2	-7.9	-2.4	-2.9	-1.8	0.4
-3.2	-4.8	-1.3	0.2	-14.8	CCC(=O)c1c(CC)c2n3c1CC[C@H]3CCC2	13.2	0.0	-16.4	-6.2	1.8
11.6	3.6	-5.7	3.8	1.0	COc1ccccc1N1CCN(CC(=O)N(CC(C)C)c2c(N)n(CC(C)C)c(=O)[nH]c2=O)CC1	-1.6	0.6	-4.0	-4.2	0.1
6.7	4.9	-0.4	-0.9	1.4	O=S(=O)(Nc1ccc2c(c1)OCCO2)c1ccc(Br)s1	1.5	-0.7	4.5	2.8	0.0
3.0	-5.7	3.0	2.6	1.3	COc1cccc(CNC(=O)CCN2C(=S)NC(C)(C)CC2C)c1 (stereo not given)	4.8	-1.6	-3.3	-2.9	-0.1
-1.2	-4.7	-1.9	-5.9	-50.1	CC(=O)N1CC=C2C(C#N)=C(N)C(C#N)(C#N)C(C)C2C1 (stereo not given)	-8.8	-7.4	-54.9	-45.8	11.1
10.4	-2.1	1.9	11.1	-0.1	COc1cc(S(N)(=O)=O)c(OC)cc1N	-0.5	0.6	-5.8	-5.8	-0.3
-0.1	4.3	-2.5	-5.5	-1.3	N#Cc1c(Nc2ccccc2Cl)s[nH]c1=O	10.5	-1.0	-4.5	1.4	0.1
5.8	2.4	1.9	1.9	7.3	CC(Cc1cccnc1)NC(=O)c1cc(COc2ccc(F)cc2Cl)on1 (stereo not given)	2.7	1.5	-10.5	-1.7	-0.1
1.0	1.6	5.8	4.1	-3.5	CCOc1ccccc1C(=O)Nc1nnc(SCC(=O)N2CCOCC2)s1	-10.3	1.0	-6.3	-2.9	-1.2
-0.9	-4.1	-3.0	5.1	-14.7	COC(=O)C1=C2SC(C)C(=O)N2C(N)=C(C#N)C1c1ccc(OC)c(OC)c1 (stereo not given)	-0.1	1.3	-18.0	-4.0	0.0
-10.0	5.5	-2.7	2.4	3.9	NC(=O)c1cc(S(=O)(=O)Nc2ccccc2)cs1	-20.8	-0.3	0.7	-3.5	0.2
10.1	-7.5	-4.2	1.4	-0.3	COc1ccc(S(=O)(=O)NCCSCc2ccc(Cl)cc2)cc1NC(C)=O	0.2	2.0	-1.6	-2.5	-0.3
1.1	-1.3	-6.0	2.0	0.1	CCC(CC)c1nnc(NC(=O)C2CCN(C(=O)c3ccco3)CC2)s1	9.1	-0.9	-3.8	-1.6	0.1
-2.8	-7.0	1.9	-16.0	-20.3	COc1ccc(/C=C/C(=O)c2nc3ccccc3n2CC(=O)c2ccc(OC)cc2)cc1	-11.6	0.6	-35.4	2.5	-2.0
-2.5	4.3	-3.3	1.0	-0.8	Cc1ccc2oc(=O)c3cnn(CC(=O)N4CCN(c5ccccn5)CC4)c3c2c1	2.0	-0.8	1.4	-0.7	1.1
4.2	2.5	4.0	5.8	-0.8	COc1ccc(Cc2nc3ccc(C(=O)NC4CCOC4)cc3o2)cc1OC (stereo not given)	2.6	-1.1	-5.6	-6.1	-2.4
9.4	3.4	-3.7	13.9*	2.7	CC(NC(=O)COC(=O)[C@@H]1CCCN1S(=O)(=O)c1ccccc1F)C12CC3CC(CC(C3)C1)C2 (stereo not given in full)	4.5	-1.1	1.5	7.3	0.0
-1.1	-3.5	2.7	-5.2	0.4	C/C(=N\NC(=S)NCCc1ccccc1)c1ccc(C)cc1	-9.9	-0.3	-4.1	1.4	0.9
-11.1	4.2	0.5	5.6	-51.1	COC(=O)COc1ccc(Cl)cc1C1Nc2ccccc2C(=O)N1c1ccc(OC)cc1 (stereo not given)	5.3	-0.2	-52.5	-30.2	0.0
3.8	0.6	0.8	-1.3	1.3	Cn1c(CC(=O)Nc2ccccc2)nnc1SCC(=O)NC1CCCC1	8.0	1.8	0.2	3.1	0.0
0.9	-1.1	1.1	3.2	0.6	CC1(C(=O)NS(=O)(=O)C2CC2)CCCN(C(=O)/C=C/c2ccccc2)C1 (stereo not given)	-12.0	1.9	-0.7	-2.5	0.5

Some of these compounds in order of their number in Tn7 DDE FP, descending:
ARFGAP1 inhibitor	DDE Tn6 FP inh	MBD2 DNA inh	Tn7 DDE FP	PLCg1 inh	smiles	ASAP1 GAP inh	UHRF1 MBD2 ctr	PLCb3 inh	ADAM17 inh	proKLK7 act
4.2	2.5	4.0	5.8	-0.8	COc1ccc(Cc2nc3ccc(C(=O)NC4CCOC4)cc3o2)cc1OC (stereo not given)	2.6	-1.1	-5.6	-6.1	-2.4
6.8	-5.5	5.8	4.3	-9.2	CC(c1ccccc1)n1c(-c2cccs2)nc2c(c(=O)c3ccccc3n2C)c1=O (stereo not given)	-12.0	-1.9	-20.8	-9.9	0.1
-6.6	-0.1	1.6	2.3	-0.2	Cc1ccc(/C=N/OC(=O)c2c(C)noc2-c2snnc2C)cc1	-11.3	-1.9	-8.8	-5.3	-0.4
8.5	7.0	-0.2	1.8	-1.8	C#CCOCCOCCOCCNc1nc(OC)nc(N2CCN(C(=O)[C@H](CCC(=O)O)n3cc(C(N)CO)nn3)CC2)n1 (stereo not given in full)	-21.1	-1.4	-0.4	-0.9	0.1
0.5	0.1	-2.5	-4.9	0.0	C=CCO/N=C(/CCC)C1=C(N)CC(C)(C)CC1=O	1.6	0.7	2.0	0.9	0.6
15.4	-12.9	-2.8	-5.8	-19.1	O=C(Nc1cccc(-c2ccc(N3CCCCC3)nn2)c1)c1ccc(Br)o1	13.7	-1.1	-27.9	0.4	-0.6

Not a hit list; 4.1% or so of the library scored in one or more.
